# Assay outcomes from PubChem BioAssay.
# STEP block = STEP phosphatase inhibitors, primary screen, biochemical, fluorescence intensity, uHTS; Tyrosine-protein phosphatase non-receptor type 5 (Homo sapiens), P54829; recombinant STEP, OMFP fluorogenic substrate; inhibition, % at 20 µM; 0.25% of 360,000 active; AID 588621, 2011;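 active = inhibition at 20 µM, scaled per plate between control wells, above about 37%, limit read from the data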;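 note: 0% = DMSO with enzyme and substrate and 100% = substrate only without enzyme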
#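 Material: STEP (striatal-enriched tyrosine phosphatase) enzyme, cell-free; Compound dosing: 20 µM single dose in 1% DMSO; Technique: fluorescence read at 480 nm ex / 540 nm em; Times: reaction 20 min, ambient temperature; Medium: 50 mM Bis-Tris pH 6.0 with 2.5 mM DTT and 0.005% Tween 20; Also added: OMFP at 25 µM.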
# TbMetRS inhib = T. brucei MetRS inhibitors, primary screen, biochemical, luminescence | purified T. brucei MetRS, ATP depletion, Kinase-Glo luminescence | 0.4% of 360,000 active | methionyl-tRNA synthetase (Trypanosoma brucei brucei) | inhibition, % at 11.9 µM;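 active = inhibition above a per-plate cutoff of the control wells' mean inhibition plus 3 SD, cut at about 5.5% in these data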;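 note: 0% = DMSO wells median and 100% = median of wells with control inhibitor compound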
#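 technique = Kinase-Glo luminescence, ATP depletion format | system = purified MetRS (methionyl-tRNA synthetase) enzyme from Trypanosoma brucei | timing = 15 min preincubation, 2 h reaction, all 25 °C | evaluation = percent inhibition versus plate control medians | dosing = single dose, 11.9 µM final nominal, 0.9% final DMSO | also added = substrates ATP, L-methionine and bulk Escherichia coli tRNA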
# MsrA inh = bovine MsrA enzyme inhibitors, primary screen, biochemical, absorbance, HTS; Methionine sulfoxide reductase A (Bos taurus); purified bovine MsrA, absorbance read-out; inhibition, % at 15.5 µM; 0.75% of 360,000 active; in the data active = inhibition above about 4.5%;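 note: 0% = vehicle wells with enzyme and 100% = reference inhibitor wells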
# Scp1 inh = Scp-1 phosphatase inhibitors, primary screen, biochemical, colorimetric, uHTS. inhibition, % at 20 µM. 0.88% of 340,000 active. Recombinant Scp1, phosphopeptide, malachite green phosphate absorbance;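 active = inhibition above about 50% at 20 µM, limit read from the data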;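 note: plate controls were DMSO wells with enzyme for no effect and wells lacking enzyme for full effect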
#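 Test system: SCP-1 phosphatase catalytic domain, residues 76-261; measured by: colorimetric phosphate reagent with accelerator and stabiliser, absorbance at 630 nm; timing: enzyme reaction 45 min at room temperature, colour 5 min, stabilisation 30 min; also added: Phosphorylated 17-residue peptide substrate; compound dosing: one concentration, 20 µM, with 1.0% DMSO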
# SUMO1 PPI mod = modulators of SUMO1 protein-protein interactions, primary screen, biochemical, uHTS; SUMO1 binding to a labelled peptide, TR-FRET, 1 h; 0.33% of 360,000 active; inhibition, % at 20 µM; in the data active = inhibition above about 37%
# E coli Lon inh = inhibitors of E. coli Lon protease, primary screen, biochemical, fluorescence polarization; 0.42% of 360,000 active; purified E. coli Lon protease; AID 602123, 2011; inhibition, % at 7.94 µM; in the data active = inhibition above about 13%, passing the limit was not always enough;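 note: 0% = enzyme with probe and DMSO and 100% = no enzyme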
# MsrA act = bovine MsrA enzyme activators, primary screen, biochemical, absorbance, HTS. Methionine sulfoxide reductase A (Bos taurus). purified bovine MsrA, absorbance read-out. activation, % at 10.6 µM. 0.3% of 360,000 active. AID 602163, 2012; in the data active = activation above about 7.5%;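 note: 0% = vehicle and 100% = reference activator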
# LMPTP inh = LMPTP phosphatase inhibitors, primary screen, biochemical, fluorescence intensity, uHTS; Low molecular weight phosphotyrosine protein phosphatase (Homo sapiens), P24666; recombinant LMPTP-A, OMFP fluorogenic substrate; inhibition, % at 20 µM; 0.22% of 360,000 active; AID 651560, 2012;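 active = compounds that cut the enzyme signal by at least half of the control window in the single-dose screen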;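 note: plate controls were DMSO wells with enzyme plus substrate for no effect and substrate without enzyme for full effect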
# Target sequence (P24666 whole entry, looked up): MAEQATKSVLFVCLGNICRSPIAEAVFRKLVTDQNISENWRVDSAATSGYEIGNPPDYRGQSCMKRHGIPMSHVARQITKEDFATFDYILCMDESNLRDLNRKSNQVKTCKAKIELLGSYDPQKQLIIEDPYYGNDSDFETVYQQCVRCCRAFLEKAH
#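 Test system: LMPTP-A phosphatase enzyme; input: 0.625 nM LMPTP-A final; reagent: OMFP substrate, 400 µM final; compound dosing: 20 µM single dose, 3% DMSO; incubation: 50 min dark incubation at room temperature; measured by: endpoint fluorescence intensity from OMFP dephosphorylation; measure: % inhibition relative to no-enzyme and uninhibited control wells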
# CendR NRP1 mod = modulators of CendR peptide binding to NRP-1, primary screen, biochemical, fluorescence polarization, uHTS; AID 602438, 2012; 0.85% of 360,000 active; inhibition, % at 25 µM; FAM-RPARPAR peptide binding to NRP-1; Neuropilin-1 (Homo sapiens), O14786;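 active = inhibition or corrected inhibition above about 18%, plus a signal ratio from 0.5 to 1.5, limit read from the data, passing the limit was not always enough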; note: strong numbers were not always called active
# Target sequence (O14786 whole entry, looked up): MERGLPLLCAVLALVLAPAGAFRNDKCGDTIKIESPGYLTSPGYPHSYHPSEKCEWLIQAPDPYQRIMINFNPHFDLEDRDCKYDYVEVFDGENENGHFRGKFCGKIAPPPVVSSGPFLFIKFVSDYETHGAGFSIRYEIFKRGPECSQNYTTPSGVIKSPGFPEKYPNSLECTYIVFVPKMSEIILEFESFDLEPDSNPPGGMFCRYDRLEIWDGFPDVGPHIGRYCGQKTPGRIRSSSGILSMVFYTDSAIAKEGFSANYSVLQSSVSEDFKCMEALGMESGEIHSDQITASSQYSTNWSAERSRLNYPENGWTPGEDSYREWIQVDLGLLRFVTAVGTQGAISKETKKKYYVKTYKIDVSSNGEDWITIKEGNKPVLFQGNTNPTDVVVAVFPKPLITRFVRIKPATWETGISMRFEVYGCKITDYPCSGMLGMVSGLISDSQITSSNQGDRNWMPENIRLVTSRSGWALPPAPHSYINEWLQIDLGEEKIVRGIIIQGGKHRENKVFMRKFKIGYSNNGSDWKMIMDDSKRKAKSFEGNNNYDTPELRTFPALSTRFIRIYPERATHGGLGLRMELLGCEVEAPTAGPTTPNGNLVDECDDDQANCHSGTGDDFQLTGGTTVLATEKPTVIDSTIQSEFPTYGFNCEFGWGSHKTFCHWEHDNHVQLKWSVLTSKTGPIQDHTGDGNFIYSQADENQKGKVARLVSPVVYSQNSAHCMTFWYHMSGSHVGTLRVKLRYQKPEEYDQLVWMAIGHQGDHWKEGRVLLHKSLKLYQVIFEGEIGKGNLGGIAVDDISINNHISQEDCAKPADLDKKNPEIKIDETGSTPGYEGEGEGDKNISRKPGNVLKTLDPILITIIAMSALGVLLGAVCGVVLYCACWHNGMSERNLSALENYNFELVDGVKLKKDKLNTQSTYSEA
# DNMT1 block = human DNMT1 methyltransferase inhibitors, primary screen, biochemical, molecular beacon, fluorescence, HinP1I cleavage, uHTS; inhibition (reported as % activation of signal), % at 10 µM; 0.83% of 360,000 active; AID 588458, 2011; in the data active = inhibition above about 50%
# * marks the source's active call; other numbers are inactive results; . = not tested or not shown.
MsrA act,Scp1 inh,E coli Lon inh,LMPTP inh,STEP block,CendR NRP1 mod,SMILES,TbMetRS inhib,MsrA inh,DNMT1 block,SUMO1 PPI mod
-6,25,-9,0.5,-1,-18,O=C(Cc1ccc(-n2cccc2)cc1)NC1CCCCCC1,-0.4,0.1,19,5
-1,-1,1,1.0,0,0,O=C(NC1CCN(C(=O)Nc2ccccc2Cl)CC1)c1ccco1,-0.1,-0.9,0,-2
-3,-5,-15,0.6,0,3,COc1cccc(-c2nc(CS(=O)(=O)CC(=O)Nc3ccc(C(C)=O)cc3)c(C)o2)c1,0.1,0.0,-5,-3
-3,-8,0,0.8,1,4,O=C(CCN1CCN(c2ccccc2F)CC1)Nc1ccc2c(c1)OCO2,0.7,-0.3,-3,-2
-4,-3,3,-1.1,3,3,O=C1C(=O)N(CCCn2ccnc2)C(c2cccc(Br)c2)/C1=C(\O)c1ccc2c(c1)OCCO2 (stereo not drawn),-0.4,2.6,0,-6
-7,.,-5,0.9,.,-5,O=C1NC[C@H](Cc2ccc(O)cc2)N(C[C@@H]2CCCN2C[C@H](Cc2ccccc2)N2C[C@H](Cc3ccccc3)N(CCc3ccccc3)C(=O)C2=O)C1=O,-1.3,0.8,.,1
-1,-4,3,1.4,3,4,CCOc1ccc(NC(=O)c2cc3c(=O)n(C)c4ccccc4c3n2C)cc1,3.8,0.2,-3,-14
-4,-5,1,-0.4,-2,-4,CCCCNC(=O)c1cc2ccccc2s1,-0.1,1.0,4,-2
-3,0,-6,-2.3,-2,2,O=C(COC(=O)c1ccc(NS(=O)(=O)c2cccs2)cc1)NCC1CCCO1 (stereo not drawn),-0.9,-0.2,2,2
0,-6,9,0.9,0,-4,COc1ccccc1NC(=O)Nc1cc(F)ccc1F,0.1,0.2,-2,-4
-5,-12,8,-0.9,2,3,CC(=O)c1ccc(COC(=O)Cc2ccc([N+](=O)[O-])cc2)cc1,-0.8,-0.8,0,-21
-2,-10,3,0.1,-2,11,Cn1c(=O)oc2cc(S(=O)(=O)N3CCCC(C(=O)NCCN4CCOCC4)C3)ccc21 (stereo not drawn),0.2,-1.6,4,0
-4,7,-5,9.7,1,-4,Cc1ccc2nc(C)cc(Nc3ccc([N+](=O)[O-])cc3)c2c1,0.2,0.3,23,-14
-4,-6,-7,17,-2,-8,c1cncc(-c2nc(NCc3cccs3)c3ccccc3n2)c1,-0.4,0.9,-1,5
-12,9,4,5.8,2,-19,O=C(O)/C(CC(=O)c1ccc(Cl)cc1)=N/Nc1ccc([N+](=O)[O-])cc1[N+](=O)[O-],-1.2,3.5,7,6
-3,-6,-7,0.7,0,0,O=C(CSCc1ccccc1)Nc1ccccc1,-0.6,-0.3,-2,6
-2,-2,2,-6.6,-2,6,Cc1cc(S(=O)(=O)c2cc3ccc(O)c(C)c3oc2=O)ccc1F,-0.7,1.0,0,-12
-2,0,3,-0.2,4,1,O=C(NNc1nc2c(F)cc(F)cc2s1)c1ccccc1,-0.6,0.4,0,4
-2,-3,3,-0.6,-1,-1,CCc1cc(Cn2nc(-c3ccccc3)cc2C(=O)NCCOC)on1,-0.2,-1.3,-1,-3
-5,-2,3,-1.4,2,-6,C/C(N)=C(/C#N)C(=O)CSc1nncn1-c1ccccc1,-0.7,-0.2,0,3
-1,1,-6,0.3,1,-3,O=C(CSc1oc(-c2ccco2)nc1S(=O)(=O)c1ccc(F)cc1)NCC1CCCO1 (stereo not drawn),0.1,1.0,-12,7
-2,22,-4,5.4,-3,5,CC1(C)C(=O)Nc2ccccc2N1C(=O)COc1ccc(C#N)cc1,0.0,0.4,14,1
-2,38,1,-0.9,0,5,COCCN(C(=O)COC(=O)CNC(=O)c1cccs1)c1c(N)n(Cc2ccccc2)c(=O)[nH]c1=O,-0.4,-0.4,-2,-3
-2,-2,-1,0.2,1,-1,CCN(C(=O)CN1C(=O)/C(=C/c2ccccc2)SC1=S)C1CCS(=O)(=O)C1 (stereo not drawn),1.0,0.6,-1,-15
-7,11,1,1.6,2,-5,Cc1ccc(Nc2nc(N/N=C\c3ccc4c(c3)OCO4)nc(N3CCOCC3)n2)cc1,-1.2,2.7,-4,-1

# Remaining list, next part.
MsrA act,Scp1 inh,E coli Lon inh,LMPTP inh,STEP block,CendR NRP1 mod,SMILES,TbMetRS inhib,MsrA inh,DNMT1 block,SUMO1 PPI mod
0,.,2,-0.2,-2,-12,CC(=O)N1CCc2cc(NC(=O)C3(C)CCN3CCc3ccccc3)ccc21 (stereo not drawn),-0.2,-0.2,-1,-3
-2,0,-5,-1.2,-7,2,COC(=O)CSc1snnc1-c1ccc(F)cc1,-0.5,0.7,-1,-2
0,.,0,-1.7,7,-14,C[C@H]1CN([C@@H](C)CO)C(=O)c2cc(/C=C/c3ccccc3)cnc2O[C@H]1CN(C)C(=O)c1cccc(F)c1,-0.3,0.6,2,-10
-2,-7,-18,0.2,1,1,CCc1ccccc1NC(=O)c1cc(-c2cccs2)on1,0.6,0.6,1,-10
-2,-15,-4,5.1,5,-7,CCOC(=O)N1CCc2c(sc3c2c(=O)n(Cc2ccccc2)c(=O)n3Cc2cccc(C)c2)C1,0.2,0.1,-4,-7
-2,10,-1,22,4,-10,C=CCn1c(=O)[nH]c2cc(C(=O)N3CCN(c4ccc(C(C)=O)cc4)CC3)ccc2c1=O,-0.1,3.8,-2,1
-4,-11,-2,0.9,4,0,COc1ccc(NC(=O)C23CC4CC(C2)CC(n2cnc(Br)n2)(C4)C3)cc1Cl,-1.1,0.3,-8,8
-3,-11,-292,2.6,0,-88,CCN1C(=O)[C@@H]2Cc3c([nH]c4ccccc34)C(c3ccc(OC)cc3)N2C1=S (stereo partly drawn),0.9,.,-4,4
-4,-5,-2,-0.3,-1,-10,COc1cc(C(=O)NCC(=O)NCCCSc2ccccc2)cc(OC)c1OC,-0.4,-0.3,5,0
-3,-8,2,-0.6,3,-7,Cc1noc(NS(=O)(=O)c2ccc(NC(=O)c3ccc(N(C)C)cc3)cc2)c1C,0.2,3.5,-1,7
-3,-15,0,-0.2,15,-10,Cc1ccc(S(=O)(=O)N2CCOCC2)cc1NC(=O)c1cc(-c2ccccn2)nc2ccccc12,-0.6,1.9,0,-14
-12,.,-3,-1.0,-6,1,CCc1nc2c(OCc3cccc(Cl)c3)cccn2c1N(C)C(C)=O,-0.3,2.3,5,5
-9,-2,-8,0.2,-2,0,COc1cc(/C=N/Nc2ccc(F)cc2F)cc(OC)c1O,-0.9,4.2,-9,-2
2,2,-1,1.7,0,3,Cc1csc(CNc2ncnc3ccc(-c4ccoc4)cc23)c1,0.9,1.6,-4,-5
1,8,4,3.2,5,2,COc1ccc(CNS(=O)(=O)c2ccc(-c3cnc(C4CC4)o3)cc2)cc1,0.4,-0.4,1,-2
-12,3,4,0.3,0,-3,CC(OC(=O)C1CCCC1)C(=O)Nc1ccc(C(N)=O)cc1 (stereo not drawn),-0.8,1.4,4,-1
-3,-6,-1,-1.6,3,0,O=C(NCc1ccncc1)/C(=C\c1ccc(F)cc1)NC(=O)c1ccccc1,0.0,0.9,0,4
-4,1,6,3.9,4,-23,Nc1nc(-c2ccc(Cl)cc2)nn1C(=O)c1ccco1,0.0,0.4,3,4
2,-3,-4,-1.0,2,6,O=C(NCCNCc1ccc(F)cc1)c1ccco1,-0.3,0.1,-1,-1
-1,1,-2,0.1,0,-8,Cc1nn(C)c(C)c1CN(C(=O)C1CCC(=O)N(C2CCCCCC2)C1)C(C)C (stereo not drawn),-0.1,-0.6,2,1
-4,-4,-3,-0.7,-1,-3,CC(=O)NCCn1c(SCc2cccc([N+](=O)[O-])c2)nc2ccccc2c1=O,0.1,0.5,1,-21
-1,.,-1,-2.9,-1,2,C[C@H](CO)N1C[C@H](C)[C@@H](CN(C)S(=O)(=O)c2ccc(F)cc2)OCc2cnnn2CCCC1=O,0.1,0.1,5,2
4,-5,3,-0.2,0,8,O=C(Cn1nc(C(F)(F)F)c2c1CCC2)NCc1ccc(Cl)cc1,-0.2,0.4,-3,-1
1,6,-5,-0.2,-8,-8,CCCCNC(=O)COc1ccccc1C(=O)c1cc(C#N)c(=O)n(CCOC)c1,-0.2,2.4,-1,-2
-6,.,8,-2.1,0,-12,C[C@H](CO)N1C[C@H](C)[C@@H](CN(C)Cc2cccnc2)Oc2cc(-c3cccnc3)ccc2S1(=O)=O,-2.5,0.7,2,0

# Next compounds
MsrA act,Scp1 inh,E coli Lon inh,LMPTP inh,STEP block,CendR NRP1 mod,SMILES,TbMetRS inhib,MsrA inh,DNMT1 block,SUMO1 PPI mod
-8,-1,3,-0.5,-3,-5,COCCn1c(=S)[nH]c2cc(C(=O)N3CCN(Cc4ccc5c(c4)OCO5)CC3)ccc2c1=O,-1.2,-0.1,2,-2
-7,-2,-1,-1.6,0,-1,COC(=O)/C(C#N)=C/c1occc1C,-0.3,5.7*,5,-19
-10,-7,-14,-0.7,0,-9,CC(=O)c1cc(C)ccc1OC(=O)c1cccnc1,-1.3,-0.1,6,-1
-3,3,-3,-1.9,0,-6,CC(C)n1c(C(F)(F)F)nc2cc(C(=O)N3CCC(O)CC3)ccc21,1.2,-0.2,-9,-4
-2,-5,-5,0.5,-1,2,CCCn1c(C(O)c2ccc(OC)c(OC)c2)nc2ccccc21 (stereo not drawn),0.5,1.1,-1,-2

# Complete entries, looked up by structure. Order of screens: MsrA act, Scp1 inh, E coli Lon inh, LMPTP inh, STEP block, CendR NRP1 mod, TbMetRS inhib, MsrA inh, DNMT1 block, SUMO1 PPI mod
# `CC(=O)NCCn1c(SCc2cccc([N+](=O)[O-])c2)nc2ccccc2c1=O` is listed with -4, -4, -3, -0.7, -1, -3, 0.1, 0.5, 1, -21
# `O=C(Cn1nc(C(F)(F)F)c2c1CCC2)NCc1ccc(Cl)cc1` is listed with 4, -5, 3, -0.2, 0, 8, -0.2, 0.4, -3, -1
# `O=C(CSc1oc(-c2ccco2)nc1S(=O)(=O)c1ccc(F)cc1)NCC1CCCO1` (stereo not drawn) is listed with -1, 1, -6, 0.3, 1, -3, 0.1, 1.0, -12, 7
